# High-throughput results: PubChem, National Center for Advancing Translational Sciences (NCATS)
# FBPA coupling cs – counter-screen for Giardia aldolase inhibitors: coupling enzyme system; coupling enzyme system counterscreen, AmpLite Red fluorescence; activity change, negative = inhibition, % at 58.2 µM, hits read low; actives 0.67% (n = 290,000); AID 2472; in the data active = activity change below about -30%; note: % is set by controls: 0 for no effect and ±100 for the full control effect
#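 Final compound at 57.5 uM, incubated 10 min at RT with coupling enzyme reagent (glyceraldehyde-3-phosphate), then 20 min with substrate and AmpLite Red detection. Fluorescence read at 525/598 nm; tests interference with the coupling assay, not aldolase inhibition.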
# GALK inhibitor – galactokinase (human) inhibition; P51570; actives 0.007% (n = 270,000); Potency, µM (series often up to 57.5 µM), without a hit: at the top dose activity change, negative = inhibition, usual class: inhibitors; Purified GALK, Kinase-Glo residual ATP luminescence; note: potency is the fitted concentration of half-maximal effect; % is set by controls: 0 for no effect and ±100 for the full control effect
#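 ATP-depletion format; final 35 uM ATP, 100 uM D-galactose, 5 nM enzyme; pH 8.0 HEPES/Mg2+ buffer; 60 min RT; luminescence read 10 min after detection reagent.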
# A-T KAP1 phos – potential ataxia-telangiectasia treatment | Potency, µM (doses to about 57.5 µM), for inactives: at the highest dose activation, most hits filed as activators | actives 0.19% (n = 320,000) | […] A-T fibroblasts, KAP-1 phosphorylation AlphaLISA; neocarzinostatin DNA damage 30 min before lysis; note: potency is the fitted concentration of half-maximal effect; % of control where 0% means no effect; nearly all actives have a fitted effect of over 45% in size
#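 ATM-like activity read as KAP-1 phosphorylation via AlphaLISA donor/acceptor antibody pairs after lysis and 6 hr at 25C. Cells were ATM-null patient fibroblasts ([…], hTERT), dosed 60 min, then exposed to the DSB inducer NCS for 30 min.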
# MLL CXXC-DNA inh – blocks binding of human MLL CXXC domain to DNA; Q03164; MLL-CXXC / FITC-HOXA9 DNA fluorescence polarization; Potency, µM (top dose mostly 115 µM), inactives show at the top dose activity change, negative = inhibition, hits mostly inhibitors; actives 0.037% (n = 290,000); AID 2662; active = well fitted inhibition curve with a large enough effect in the polarisation, with a control signal flat, not every such curve was filed as active; inconclusive = small, poorly fitted or top-dose-only effect, or effect the other way, or a change in a side signal; inactive = no such curve, though single readings can be large or run the other way; the % refers to the polarisation; note: potency is the fitted concentration of half-maximal effect
#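 Fluorescence polarization: 7 uM MLL-CXXC (stock) preincubated 5 min with compounds, then 50 nM fluorescein-HOX-A9 DNA (stock) added; 30 min ambient. Buffer 50 mM Tris-HCl pH 7.5, 50 mM NaCl, 1 mM DTT, 0.05% BSA.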
# TCR act – activates T cell receptor signaling. primary human leukocytes, anti-CD3, IL-2 HTRF, 48 h. Potency, µM (titrated, usually from 9.22 µM), for the others: top-dose activation of IL-2 secretion, usual class: activators. 330,000 tested, under 10 active; note: % of control where 0% means no effect
#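 Using a-CD3 beads without co-stimulation, primary human leukocytes were exposed to compounds for 48 hr. An HTRF IL-2 kit measured the cytokine, with europium-to-d2 energy transfer producing emission at 665nm upon 320nm excitation.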
# Giardia killer – kills Giardia lamblia; Giardia lamblia trophozoite viability; activity change, % at 7.66 µM, hits read low; actives 0.15% (n = 340,000); in the data active = activity change below about -80%; inconclusive = between about -30% and that limit;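 note: parasites exposed to compound for two days anaerobically before the ATP read; % is set by controls: 0 for no effect and ±100 for the full control effect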
#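 ATP-content bioluminescence gauges trophozoite survival. Cells (100/well) receive compound and incubate anaerobically for 48 hrs at 37 deg C; detection reagent follows for 15-30 min at room temperature.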
# hERG WT inh – inhibitors of human wildtype KCNH2 potassium channel. activity change, % at 1.84 µM. actives 0.37% (n = 340,000). U2OS, BacMam KCNH2, thallium flux FluxOr; hits give low values. Q12809;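 active = maximum activity change below -70%; inconclusive = maximum activity change between -70% and -50%; inactive = maximum activity change above -50%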; note: % is set by controls: 0 for no effect and ±100 for the full control effect
# Target sequence (Q12809 whole entry, looked up): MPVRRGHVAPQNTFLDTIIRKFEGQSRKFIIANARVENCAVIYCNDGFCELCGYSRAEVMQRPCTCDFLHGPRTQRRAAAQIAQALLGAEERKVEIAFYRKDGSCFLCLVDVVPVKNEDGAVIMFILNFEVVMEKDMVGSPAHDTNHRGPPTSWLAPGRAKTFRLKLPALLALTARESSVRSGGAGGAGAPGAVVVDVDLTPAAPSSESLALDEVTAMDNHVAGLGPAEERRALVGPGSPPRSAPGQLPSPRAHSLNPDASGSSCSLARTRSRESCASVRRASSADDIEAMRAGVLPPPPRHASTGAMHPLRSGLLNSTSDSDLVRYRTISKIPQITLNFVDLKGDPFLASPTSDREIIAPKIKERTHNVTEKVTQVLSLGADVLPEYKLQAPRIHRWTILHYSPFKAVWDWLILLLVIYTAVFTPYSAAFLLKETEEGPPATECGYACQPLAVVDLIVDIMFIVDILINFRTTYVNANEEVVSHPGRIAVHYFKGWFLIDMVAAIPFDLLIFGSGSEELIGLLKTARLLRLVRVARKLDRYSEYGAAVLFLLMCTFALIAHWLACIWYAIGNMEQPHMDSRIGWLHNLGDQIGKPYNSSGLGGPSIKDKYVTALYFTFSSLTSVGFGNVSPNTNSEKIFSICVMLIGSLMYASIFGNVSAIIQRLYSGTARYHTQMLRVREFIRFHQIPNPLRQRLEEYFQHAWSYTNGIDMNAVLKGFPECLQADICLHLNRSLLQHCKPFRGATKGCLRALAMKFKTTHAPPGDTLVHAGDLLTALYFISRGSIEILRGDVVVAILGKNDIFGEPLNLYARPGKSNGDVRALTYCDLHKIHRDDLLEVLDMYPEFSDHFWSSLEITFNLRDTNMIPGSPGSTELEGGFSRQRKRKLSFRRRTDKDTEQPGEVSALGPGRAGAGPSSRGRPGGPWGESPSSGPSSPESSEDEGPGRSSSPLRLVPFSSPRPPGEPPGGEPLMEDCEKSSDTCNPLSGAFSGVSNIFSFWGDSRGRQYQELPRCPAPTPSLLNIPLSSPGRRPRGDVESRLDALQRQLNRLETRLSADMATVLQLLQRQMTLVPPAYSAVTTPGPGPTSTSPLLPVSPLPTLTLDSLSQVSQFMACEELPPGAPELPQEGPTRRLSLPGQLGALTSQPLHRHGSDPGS
#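 U2OS cells were transduced with wild-type KCNH2 virus (2.03 x 10^8 / mL) for 4 h at room temperature, then cultured overnight at 37 C. Thallium flux was read with FluxOr dye. Rate constants were normalized to DMSO controls.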
# Tb PFK block – inhibitors of T. brucei phosphofructokinase | T. brucei PFK, ADP-Glo luminescence | actives 0.17% (n = 330,000) | Potency, µM (series often up to 57.5 µM), for inactives: top-dose activity, negative = inhibition, usual class: inhibitors | AID 485367;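 note: potency is the fitted concentration of half-maximal effect; 0% = uninhibited 1x PFK enzyme wells and -100% = no-enzyme wells; nearly all actives have a fitted effect of over 60% in size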
#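 Activity is normalized to no-enzyme wells (full inhibition) and 1.25 nM enzyme wells (no inhibition). Reaction: 0.5 mM F6P, 0.1 mM ATP, 45 min RT, ADP-Glo luminescence; concentration-response curves fitted and classed by quality.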
# TSHR antagonist – blocks TSH signaling through the human TSH receptor; P16473; TSHR-expressing cells, TSH-stimulated cAMP HTRF, 2 h; hits give low values; activity change, negative = inhibition, % at 11.5 µM; actives 0.2% (n = 330,000); AID 504810;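 active = activity change below a set negative limit, meaning inhibition stronger than a set level, cut at about -70% in these data; inconclusive = activity change between two set negative limits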; note: % is set by controls: 0 for no effect and ±100 for the full control effect
#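 Cell-based HTRF cAMP assay; TSHR cells + compound, TSH EC80 (4nM final), 2 h, 37 deg C. Lysis with anti-cAMP cryptate and cAMP-d2, 30 min RT, read 665/620 nm.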
# BCR signal inh – chronic active BCR signaling inhibition; ABC-DLBCL IkBa-CBG/CBR reporter, luminescence ratio, 4 h; Potency, µM (doses to about 46.1 µM), inactives show at the highest dose ratio change, negative = lower green/red ratio, hits mostly inhibitors; actives 0.05% (n = 340,000); active = well fitted inhibition curve with a large enough effect in the signal ratio, with a control signal flat, not every such curve was filed as active; inconclusive = small, poorly fitted or top-dose-only effect, or effect the other way, or a change in a side signal; the % refers to the signal ratio;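 note: potency is the fitted concentration of half-maximal effect; plate controls were basal doxycycline-induced cells for no effect and cells given 10 µM MG132 for full effect; MG132 reads +100%, hits lower the ratio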
#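 TMD8 ABC-DLBCL cells carrying doxycycline-inducible green luciferase fused to IkappaBalpha plus unfused red luciferase were exposed to compounds (up to 46 uM) for 4 hrs at 37C. Activity came from the overlap-corrected green/red luminescence ratio.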
# * marks the source's active call; other numbers are inactive results; i = inactive; u = inconclusive; x = no result given; [ ] = dose if it differs, or a comment. Unless noted, calls come from the whole dose curve; as a rule, active = well fitted curve in the direction sought with a large enough effect; inconclusive = small, poorly fitted or top-dose-only effect, or another doubt; inactive = no such curve, though single readings can be large; an effect the other way counts as inactive or inconclusive. The order is random; 1.6% or so of the library scored in one or more.
# The opening 3 compounds as a preview:
SMILES | FBPA coupling cs | GALK inhibitor | A-T KAP1 phos | MLL CXXC-DNA inh | TCR act | Giardia killer | hERG WT inh | Tb PFK block | TSHR antagonist | BCR signal inh
CCCc1cc(=O)oc2cc(C)cc(OCC(=O)NC(Cc3ccc(Cl)cc3)C(=O)O)c12 (stereo not drawn) | 17 | x | 9% | -19% | -4% | -26 | -4 | 0% | -3 | 3%
COc1ccc(-c2sc3ccc(N4CCOCC4)cc3c2C#Cc2ccsc2)cc1 | x | x | 11% | x | 12% | -14 | 13 | -5% | 41 | 4%
CC(C)(C)C(=O)Nc1ccc(C(=O)CN2C(=O)NC3(CCOc4ccccc43)C2=O)cc1 (stereo not drawn) | x | x | 5% | x | -3% | -13 | 21 | 18% | -2 | u

# The list itself, repeating the preview:
SMILES | FBPA coupling cs | GALK inhibitor | A-T KAP1 phos | MLL CXXC-DNA inh | TCR act | Giardia killer | hERG WT inh | Tb PFK block | TSHR antagonist | BCR signal inh
CCCc1cc(=O)oc2cc(C)cc(OCC(=O)NC(Cc3ccc(Cl)cc3)C(=O)O)c12 (stereo not drawn) | 17 | x | 9% | -19% | -4% | -26 | -4 | 0% | -3 | 3%
COc1ccc(-c2sc3ccc(N4CCOCC4)cc3c2C#Cc2ccsc2)cc1 | x | x | 11% | x | 12% | -14 | 13 | -5% | 41 | 4%
CC(C)(C)C(=O)Nc1ccc(C(=O)CN2C(=O)NC3(CCOc4ccccc43)C2=O)cc1 (stereo not drawn) | x | x | 5% | x | -3% | -13 | 21 | 18% | -2 | u
CCN1CCN(c2ncnc3c2cnn3-c2ccccc2)CC1 | 0 | 0% | 5% | -10% | -4% | -5 | -1 | -3% | -4 | u
Cc1ccc(NC(=S)N(Cc2ccccc2)Cc2cccs2)c(C)c1 | 1 | 7% | 6% | 13% | -2% | 2 | -4 | 3% | -3 | 0%
COc1ccc(CN(C(=O)c2ccco2)C2CCS(=O)(=O)C2)cc1 (stereo not drawn) | 0 | -4% | 9% | -2% | -2% | 17 | -8 | 3% | -9 | -10%
Cc1ccc(S(=O)(=O)Nc2c(C)n(C)n(-c3ccccc3)c2=O)c(C)c1 | 5 | 1% | 23% | 2% | x | -1 | -5 | 6% | 4 | -2%
C/C(=N\Nc1ccc([N+](=O)[O-])cc1[N+](=O)[O-])c1cccnc1 | 2 | x | 0% | 6% | -5% | -12 | -16 | -17% | 0 | 1%
Cc1cc(NC(=O)C2CCN(S(=O)(=O)c3cnc[nH]3)CC2)ccc1Br | 0 | -3% | 9% | 3% | -8% | 2 | 10 | 5% | -7 | 6%
O=C(O)C1C2C=CC(O2)C1C(=O)NCCCn1ccnc1 (stereo not drawn) | 1 | 1% | 9% | -2% | x | x | x | 9% | 2 | 0%
COC(=O)c1ccc(C2c3c(n[nH]c3C)C(=O)N2c2ccc(C)cc2)cc1 (stereo not drawn) | -1 | 1% | -5% | 3% | 7% | u | -1 | -1% | 3 | -3%
CC1(C)CC(NS(=O)(=O)c2ccc(S(=O)(=O)N3CCOCC3)cc2)CCO1 (stereo not drawn) | -4 | -1% | 9% | -9% | x | 4 | -13 | -5% | -4 | 1%
CCOC(=O)CSc1n[nH]c(-c2ccco2)n1 | 0 | 1% | 0% | -20% | -3% | 15 | -2 | -11% | -3 | u
Cc1ccc(NC(=O)CCNS(=O)(=O)c2cc(Br)cnc2N)cc1Cl | -2 | x | 14% | -5% | -3% | -9 | -5 | -14% | -5 | -4%
CC1CCN(C(=O)c2ccccc2NC(=O)Nc2ccccc2)CC1 | x | -6% | 12% | 5% | -1% | 8 | -4 | 2% | 23 | 4%
Cc1cc2[nH]c(=O)c(=O)[nH]c2cc1S(=O)(=O)N(C)C1CCCCC1 | 1 | x | 11% | x | -2% | -2 | -6 | 1% | 3 | -1%
CCCCC[C@@H]1C=C(C(=O)O)[C@H](c2ccc(C#N)cc2)N1S(=O)(=O)c1ccc(C)cc1 | x | x | 14% | x | 5% | 7 | -11 | 0% | -3 | 1%
O=C1CCCN1CCCNS(=O)(=O)c1ccc(F)cc1F | 2 | 1% | -1% | -17% | 9% | 1 | -6 | -4% | -1 | 4%
COc1cc(CC(=O)OCC(=O)NC2CCCC2)cc(OC)c1OC | x | x | 16% | x | 5% | -27 | -5 | 2% | 17 | -8%
CC(C)[C@H](NC(=O)c1ccccc1F)C(=O)OCCN1C(=O)c2ccccc2C1=O | x | x | 1% | x | -1% | 5 | 30 | 0% | -19 | 0%

# Later entries
molecule	FBPA coupling cs	GALK inhibitor	A-T KAP1 phos	MLL CXXC-DNA inh	TCR act	Giardia killer	hERG WT inh	Tb PFK block	TSHR antagonist	BCR signal inh
CC(OC(=O)c1ccc(Cl)c(S(N)(=O)=O)c1)C(=O)NCc1ccc2c(c1)OCO2 (stereo not drawn)	x	x	5%	x	2%	3	-1	-12%	-1	-10%
CCOC(=O)c1c(C)nc(-c2ccccc2)nc1NC(=O)C(C)C	0	-3%	x	-8%	4%	13	2	x	x	x
C[n+]1cc[nH]c1SCC(=O)c1ccc(Cl)cc1	2	2%	1%	2%	-6%	-23	i	-5%	-2	-4%
Cc1cc(C)cc(OCC(=O)N(Cc2ccccc2)C2CCS(=O)(=O)C2)c1 (stereo not drawn)	1	9%	0%	1%	-3%	9	-7	2%	-8	-10%
Cc1cccn2c(=O)c(/C=C(\C#N)S(=O)(=O)c3ccccc3)c(N3CCN(C)CC3)nc12	1	6%	3%	0%	2%	5	10	-1%	2	1%
Cc1cccc(C(=O)NC2CC3CCCC(C2)N3C(=O)Nc2ccccc2)c1 (stereo not drawn)	-3	4%	-2%	-4%	0%	-9	4	-1%	-4	0%
COc1cc(C)c(/C=C/C(C)=C/C=C/C(C)=C/C(=O)O)c(C)c1C	x	x	x	-4%	3%	-2	-3	x	x	x
CN(C(=O)COC(=O)/C=C/c1ccc(F)cc1)c1c(N)n(Cc2ccccc2)c(=O)[nH]c1=O	x	x	-1%	x	2%	14	-3	-3%	2	3%
CC(C)(C)c1ccc(CN2C(=O)CSC2=O)cc1	-2	6%	2%	3%	1%	-24	-3	0%	1	-13%
COC(=O)CCCCC1SCC2NC(=O)NC21O (stereo not drawn)	2	3%	x	3%	4%	-1	0	-1%	-4	-2%
COc1ccc(/C=N/Nc2cc(C)nc3c(C)cccc23)cc1	-3	-9%	4%	u	0%	u	9	3%	35	u
CCCCCc1ccc(-c2ccc(OCC)cc2)nc1	0	4%	8%	12%	-2%	-18	0	-4%	-4	u
O=C(N/N=C/c1ccc(Cl)cc1)c1cc2c(s1)-c1ccccc1CC2	2	0%	-1%	3%	0%	13	3	-1%	0	-11%
O=C(CCc1ccccc1)NN1C(=O)C2C3C=CC(O3)C2C1=O (stereo not drawn)	4	0%	3%	-3%	8%	12	-10	-13%	-27	u
COC(=O)c1cn(C)c2ccc(S(=O)(=O)N3CCCCC3)cc2c1=O	4	0%	-6%	6%	0%	-4	13	-3%	9	9%
Cc1nnc(NC(=O)c2ccc(Br)cc2)s1	0	-3%	0%	16%	x	-9	1	0%	0	u
CC1(c2ccccc2)CC(C)(C)N2C(=O)Cc3cccc1c32 (stereo not drawn)	-3	-1%	4%	0%	x	-6	-4	-5%	-11	-14%
COc1ccc(Nc2nc(N)nc(CSC(=S)N3CCCCC3)n2)cc1	-2	-2%	-7%	1%	1%	-27	0	-2%	5	u
O=C1NC2=C(C(=O)CCC2)C(c2ccccc2)N1 (stereo not drawn)	0	5%	-3%	-3%	7%	-5	11	-16%	16	9%
O=C(CCC1CCCN(C(=O)c2ccc3[nH]ccc3c2)C1)N1CCN(c2ccccn2)CC1 (stereo not drawn)	-1	1%	-2%[11.5 µM]	-4%	-1%	-12	-10	-1%	-7	4%
NC(=O)c1c(NC(=O)c2cccc(N3C(=O)CCC3=O)c2)sc2c1CCCCC2	x	6%	0%	u	-1%	u	24	-1%	-1	-2%
CCc1nnc(NC(=O)c2cc(S(=O)(=O)N3CCN(c4ccccc4)CC3)ccc2Cl)s1	11	0%	-9%	-4%	5%	6	-17	0%	0	4%
N#CC1(C#N)C2=C(CCCC2)NC(c2ccccc2)C1(C#N)C#N (stereo not drawn)	-13	-5%	0%	47%[activator]	x	x	x	6%	-7	u
CCNC(=S)SCCOc1ccc(C)cc1	0	-1%	0%	2%	1%	-2	2	-8%	19	0%
